# 12-LOX inh: Primary qHTS assay for inhibitors of human arachidonate 12S-lipoxygenase (ALOX12): Round 2; purified 12hLO, xylenol orange hydroperoxide absorbance; Potency, µM (highest dose often 108 µM), for the others: top-dose activity change, negative = inhibition, most hits filed as inhibitors; 580,000 tested, 1.1% active; active means well fitted inhibition curve with a large enough effect; inconclusive means small, poorly fitted or top-dose-only effect, or another doubt; inactive means no such curve, though single readings can be large or run the other way
# Target sequence (P18054 whole entry, looked up): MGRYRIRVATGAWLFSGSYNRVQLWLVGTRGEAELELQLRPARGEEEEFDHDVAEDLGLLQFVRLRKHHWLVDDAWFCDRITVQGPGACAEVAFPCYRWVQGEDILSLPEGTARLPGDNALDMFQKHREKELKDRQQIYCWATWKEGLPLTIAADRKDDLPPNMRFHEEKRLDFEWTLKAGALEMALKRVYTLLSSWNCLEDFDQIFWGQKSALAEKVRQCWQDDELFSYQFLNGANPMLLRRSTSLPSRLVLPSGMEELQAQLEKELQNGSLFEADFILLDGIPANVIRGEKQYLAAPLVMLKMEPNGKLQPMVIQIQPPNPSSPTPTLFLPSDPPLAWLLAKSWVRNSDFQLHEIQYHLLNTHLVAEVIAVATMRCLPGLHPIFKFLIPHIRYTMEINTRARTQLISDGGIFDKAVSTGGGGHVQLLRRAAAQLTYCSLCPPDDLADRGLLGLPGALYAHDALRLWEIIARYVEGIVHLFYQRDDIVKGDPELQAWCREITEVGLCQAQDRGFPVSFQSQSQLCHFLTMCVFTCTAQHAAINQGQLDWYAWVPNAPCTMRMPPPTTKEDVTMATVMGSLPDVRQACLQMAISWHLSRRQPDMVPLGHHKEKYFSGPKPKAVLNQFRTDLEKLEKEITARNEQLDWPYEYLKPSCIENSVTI
#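 Purified human 12hLO (150 nM final) in 25 mM Hepes, 0.01% Triton X-100, pH 7.0 was preincubated 15 min at room temperature with compound. Then 40 uM arachidonic acid was added, 30 min. Hydroperoxide was read by Fe-XO absorbance ratio 573/405 nm.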
# Starred values were filed as active, the others as inactive; ? = inconclusive; & = joins results of further samples; [ ] = remark or other dose. On the % scale 0 is the no-effect control and ±100 the full control effect; potency means the concentration at half of the fitted maximal effect.
SMILES	12-LOX inh
O=C(NC1CCN(c2cc(-c3ccc(F)cc3)[nH]n2)CC1)c1c[nH]c2ccccc12	1%
Cc1oc(-c2cccc(Cl)c2)nc1CN1CCN(C(=O)N(C)C)CC1	13%
COCCN1C(=O)CC[C@@]2(C(=O)N3CCOCC3)CCCC[C@H]12	38%
NC1(C(=O)N2CCOC(CC(c3ccccc3)c3ccccc3)C2)CC1 (configuration not stated)	13%
Cc1[nH]cnc1CN1CCNc2cc(-c3ccccc3)ncc2C1	52%[activator][176 µM]
c1ccc(-c2cn3c(n2)CO[C@@H](CNCc2ccc4ccccc4n2)C3)cc1	107%[activator][176 µM]
Cc1nc(-c2c3n(c(=O)n(CC(=O)NCc4ccccc4)c2=O)CCCC3)no1	16%
CN(C)CCNC(=O)C1(CCO)CC12CCOCC2 (configuration not stated)	18%
Cc1cc(Nc2cc(CN3CCOCC3)c3nc(C)c(Cc4ccc(Cl)cc4F)n3n2)n[nH]1	?
COc1ccccc1-c1nc(C(=O)NCc2ccc(F)cc2)n2ccncc12	0%[6.33 µM]
COc1ccc(CN2C(=O)[C@@H]3C[C@@H](CN3Cc3ccc4c(c3)OCO4)Oc3ccccc32)cc1	80%[activator]
O=C(c1ccco1)N1CCCC(n2cc(-c3nc(C4CC4)no3)nn2)C1 (configuration not stated)	14%
CCN1C(=O)C2CC3(CCN(Cc4ccc5[nH]ccc5c4)CC3)CN2C1=O (configuration not stated)	17%
O=C(CCC1CCCC1)N1CC(c2noc(COc3ccccc3)n2)C1	9%
C#CCN(C)C(=O)c1c(-c2ccccc2)noc1[C@H](C)O	46%[activator][176 µM]
COc1ccc(CN2C(=O)CO[C@H](c3ccc(NC(=O)Cc4ccccc4)cc3)[C@H]2CO)cc1	2%
CC1=NS(=O)(=O)N(C)C=C1C(=O)OCc1nc(-c2ccccc2F)no1	24%
COCCN1Cc2nc(-c3ccsc3)ccc2OCC1=O	3%[176 µM]
O=C(c1ccncc1)N1CCCC(CN2CCCC2)CC1 (configuration not stated)	106%[activator]
Cc1csc(NC(=O)C2(C)COCc3cnc(Nc4ccccc4)nc32)n1 (configuration not stated)	12%[176 µM]
Cc1ncc(C(=O)N2CCC3(CC(=O)NC3=O)C2)c(-c2ccccc2)n1 (configuration not stated)	19%
Cc1ccc(C(=O)N2CCC[C@H]2c2nc(-c3ccccc3)no2)cc1	?
O=C1CCN(C(=O)[C@@H]2CCCN2C(=O)Nc2ccccc2)CCCCCCN1	30%[activator]
O=c1n(-c2ccncc2)nc2n1CCN(Cc1ccsc1)C2	55%[activator][176 µM]
COCCn1c(CN2C(=O)COc3ccccc32)nnc1C1CC(N)C1 (configuration not stated)	26%

# (list continues)
SMILES	12-LOX inh
Cn1cnc(S(=O)(=O)N2CCOc3ccc(CCC(=O)NCC4CC4)cc3C2)c1	42%[activator]
C[C@H](CO)N1C[C@H](C)[C@@H](CN(C)C(=O)c2ccncc2)OCc2cn(nn2)CCCC1=O	?
CN(C)Cc1nnc(C2CC(NC(=O)c3cnc4ccccc4n3)C2)n1C (configuration not stated)	51%
Cc1cccc(Cl)c1NC(=O)Cn1ccn2nc(-c3ccc(F)cc3)c(CO)c2c1=O	?
CS(=O)(=O)N1CC2(CCCN2Cc2ccc(Cl)cc2)Cc2ccccc21 (configuration not stated)	-1%[6.33 µM]
CS(=O)(=O)N(C1CCOCC1)C1CN(S(=O)(=O)c2ccccc2)C1	16%
O=C(Cc1ccc(F)cc1)N1CCN(C(=O)c2nnn3c2COC(c2ccc(Cl)cc2)C3)CC1 (configuration not stated)	29%
CC(C)N1C[C@H](O)C[C@H]1c1nc(-c2cccc([N+](=O)[O-])c2)no1	3%[176 µM]
Cn1nccc1C(=O)N1CCC(Cc2nc(C3CCOCC3)no2)CC1	31%[activator]
Cc1n[nH]c(C)c1-c1ccc(CN(C)C)cc1O	32%[activator]
CNC(=O)[C@@H]1CN(C(=O)COc2ccc(Cl)cc2C)C[C@H]1CO	19%
O=C(NCCc1nnc2n1CCN(Cc1ccccn1)CC2)c1ccc(F)cc1	2%
CC(NC(=O)C(NC(=O)OCc1ccccc1)C(C)O)C(=O)OCc1ccccc1 (configuration not stated)	6%
CCOc1ccc(CN2CCCC(CCC(=O)Nc3ccccc3F)C2)cc1CO (configuration not stated)	19%
O=C(C1CCCCC1)N1CCN(c2nnc3ccc(C(F)(F)F)cn23)CC1	3%
O=C(c1cc2ccccc2[nH]1)N1CCC2(CC1)CN(c1ccncn1)CC2CO (configuration not stated)	36%
O=C1NCCCCCCN(C(=O)C2(c3ccccc3)CC2)[C@H]2CCCC[C@@H]12	64%[activator]
Cc1cccc(-c2nc(C3CC(=O)N(c4ccc(F)c(Cl)c4)C3)no2)c1 (configuration not stated)	29%
Cc1cn2nc(C(=O)N3CCC(NC(=O)c4cccc(F)c4)CC3)cc2c(=O)[nH]1	20%
COc1ccc(NC(=O)c2ccc(Cn3ccn4nc5c(c4c3=O)CCCC5)cc2)cc1	0%
COCCC(=O)N[C@@H]1CN(C)C[C@H]1CN(C)C	66%[activator]
Cc1nc2c(C)cccc2cc1C(=O)N1CCC2(CCNCC2)CC1	?
O=C(O)CC1CCCCN(Cc2ccccc2)C1=O (configuration not stated)	-8%
Cc1ccc(C)c(C(=O)N2CCC(c3n[nH]c(=O)n3-c3ccccc3)CC2)c1	-8%
Cc1ccc(S(=O)(=O)N2CC(C(=O)NCc3ccncc3)C3(CCOCC3)C2)c(C)c1 (configuration not stated)	?

# Exported with the structure last: entries from further up.
12-LOX inh	Compound
19%	CNC(=O)[C@@H]1CN(C(=O)COc2ccc(Cl)cc2C)C[C@H]1CO
2%	O=C(NCCc1nnc2n1CCN(Cc1ccccn1)CC2)c1ccc(F)cc1
6%	CC(NC(=O)C(NC(=O)OCc1ccccc1)C(C)O)C(=O)OCc1ccccc1 (configuration not stated)
19%	CCOc1ccc(CN2CCCC(CCC(=O)Nc3ccccc3F)C2)cc1CO (configuration not stated)
3%	O=C(C1CCCCC1)N1CCN(c2nnc3ccc(C(F)(F)F)cn23)CC1
36%	O=C(c1cc2ccccc2[nH]1)N1CCC2(CC1)CN(c1ccncn1)CC2CO (configuration not stated)
64%[activator]	O=C1NCCCCCCN(C(=O)C2(c3ccccc3)CC2)[C@H]2CCCC[C@@H]12
29%	Cc1cccc(-c2nc(C3CC(=O)N(c4ccc(F)c(Cl)c4)C3)no2)c1 (configuration not stated)
20%	Cc1cn2nc(C(=O)N3CCC(NC(=O)c4cccc(F)c4)CC3)cc2c(=O)[nH]1
0%	COc1ccc(NC(=O)c2ccc(Cn3ccn4nc5c(c4c3=O)CCCC5)cc2)cc1
66%[activator]	COCCC(=O)N[C@@H]1CN(C)C[C@H]1CN(C)C
?	Cc1nc2c(C)cccc2cc1C(=O)N1CCC2(CCNCC2)CC1
-8%	O=C(O)CC1CCCCN(Cc2ccccc2)C1=O (configuration not stated)

# (listing goes on)
SMILES	12-LOX inh
O=C(COCC1CCCO1)N1CCc2onc(-c3ccc4c(c3)OCO4)c2C1 (configuration not stated)	17%
O=C1CCN(S(=O)(=O)c2ccccc2)CCCN(Cc2cccc(F)c2)CCN1	19%
O=C(NC1CCCN(c2cc(-c3ccccc3)[nH]n2)C1)c1ccc2cc[nH]c2c1 (configuration not stated)	?
COC[C@@H]1CN(C(=O)CCc2ccc(OC)cc2)C[C@H]1c1ccncc1	36%[activator]
Cc1ccc(CN2C[C@@H]3C(=O)N(CCCN4CCCC4=O)C(=O)[C@@H]3C2)cc1	95%[activator]
C=CCn1cc2c3c(cccc31)[C@H](CC(C)C)N[C@H](C(=O)NCC1CC1)C2	49%[activator][176 µM]
O=C(O)COCC(=O)N[C@H]1CCN2C(=O)c3cc(-c4ccccc4)ccc3NC(=O)[C@H]12	0%[176 µM]
CN(C)C(=O)C1CCN(C(=O)N2CC3CC(C2)[C@H]2CCCC(=O)N2C3)CC1 (some centres not stated)	20%
CNC(=O)[C@H]1C[C@H](Oc2cccnc2)CN1C(=O)NC(C)C	11%
COc1ccc(CN2CCCC3(C2)CN(C)C(=O)O3)cc1C(=O)O (configuration not stated)	28%
O=C(O)c1[nH]ncc1CN1CCC(N2CCC(C(=O)NCC3CCCO3)CC2)CC1 (configuration not stated)	29%
COc1ccc(CN[C@@H]2CCC[C@@H](C(=O)N3CCN(C)CC3)CC(=O)N(C)C2)cc1	15%[176 µM]
CSCc1nc(-c2ccncc2)nn1Cc1ccc2c(c1)OCO2	50%[activator]
COC(=O)[C@H](NC(=O)[C@@H]1[C@@H](NC(=O)Nc2ccc(F)cc2F)CCN1C(=O)c1cccn1C)C(C)C	?
CC(=O)NC1(C)CN(Cc2ccc(-c3cccc(C(F)(F)F)c3)nc2)C1	-3%[176 µM]
CNC(=O)[C@@H]1C[C@H](Oc2ccccc2)CN1C(=O)C1CCC1	35%[activator]
Cc1nn(CC(=O)N2CCC3(CCCN(C)CC3)CC2)c(=O)c2ccccc12	21%
CC(C)[C@@H](N)C(=O)N[C@@H]1C=C(C(=O)N[C@@H](CCS(C)(=O)=O)C(N)=O)C[C@@H](O)[C@@H]1O	6%[176 µM]
CC(C)NC(=O)N1CCC2(CC1)CN(C(=O)CCCN)Cc1ccccc1O2	?
CSc1cccc(NC(=O)Cn2nc3c(cc2=O)CCCCC3)c1	117%[activator]
COc1ccc(-c2nnc3n2CCN([S+](C)(=O)[O-])C3)cc1	19%[176 µM]
CC(C)(C)C1CCC2(CC1)NC(=O)N(CC(=O)NC1CCc3ccccc31)C2=O (configuration not stated)	29%
O=C(NC1CC1)[C@@H]1C[C@H](Oc2ccccc2)CN1C(=O)CC1CCCC1	-3%
O=C(N[C@@H](Cn1cc(Br)c(=O)[nH]c1=O)C(=O)O)C1CCC1	4%[176 µM]
Cc1ccc2c(n1)N(C)[C@H](CO)CCN(Cc1ccc(C(F)(F)F)cc1)C2	7%[176 µM]

# Next compounds follow.
Molecule	12-LOX inh
Cc1ccc(CN2CCCC23Cc2ccccc2CNC3=O)cc1 (configuration not stated)	?
CN(C)C[C@@H]1CN(Cc2ccncc2)C[C@H]1N	120%[activator]
CN1C(=O)[C@@H]2C[C@@H](CN2C(=O)COc2ccccc2)Oc2ccccc21	-2%[176 µM]
CNC(=O)N1CCC(C2CCN(C(=O)NC(C)C)C2)CC1 (configuration not stated)	22%
O=C(c1ccccc1F)N1CCC(N2CCOC2=O)CC1	-1%[6.33 µM]
CCCCN1C(=O)[C@@H]2C[C@@H](O)CN2C2(CN(Cc3cccc(OC(F)(F)F)c3)C2)C1=O	39%[activator]
CC1(CNc2ccccc2)COc2ccc(C(=O)N3CC(O)C3)cc2N1 (configuration not stated)	40%[activator][176 µM]
CC[C@H]1CN(S(=O)(=O)c2c(C)noc2C)CC[C@H]1CC(=O)N1CCOCC1	-17%[176 µM]
Cc1ccccc1C(=O)Nc1ccnn1C1CCN(C(=O)C2CC2(F)F)CC1 (configuration not stated)	39%[activator]
CCN1CCC2(CCC1=O)CN(Cc1ccc(C)c3ccccc13)CCN2C (configuration not stated)	47%[activator]
CCC1Oc2ccc(NC(=O)c3cccc(F)c3)cc2CN(Cc2ccccc2F)C1=O (configuration not stated)	37%[activator]
CN(Cc1ccccc1-n1cccn1)C(=O)C1CC(=O)N(C2CCCC2)C1 (configuration not stated)	37%[activator]
O=C1NC(C(=O)NCC2CC2)Cn2cccc21 (configuration not stated)	28%
CCOc1cc(=O)n2c(c1C(=O)Nc1ccc3c(c1)OCO3)CCCC2	17%
O=C1CC(c2ccccc2)N(C(=O)CNC(=O)c2ccccn2)CCCCCCN1 (configuration not stated)	70%[activator]
O=C(c1cc(F)cc(F)c1)N1CCC(Cc2nc(-c3ccc(F)cc3)no2)CC1	9%
CC(=O)N1CC2(Cc3ccccc31)CN(C(=O)c1ccccc1)C2	3%[176 µM]
O=C1N(C2CCN(S(=O)(=O)c3cnc[nH]3)CC2)C(c2ccncc2)C12CCCCC2 (configuration not stated)	35%[activator]
CN1CCC(OC2CCN(C(=O)C(C)(C)C)CC2)CC1	14%
C[C@@H](NC(=O)[C@@]1(O)C[C@@H](O)[C@H](O)[C@@H](NC(=O)Nc2ccc(OC(F)(F)F)cc2)C1)C(N)=O	21%
O=C1c2cc(N3CCOCC3)nc(-c3cccc(CO)c3)c2CN1c1ccccc1	1%[176 µM]
COc1ccc(N2CCN(c3ncncc3-c3nc(-c4ccccc4)no3)CC2)cc1	13%
CC(=O)NCC(=O)N1Cc2ccccc2CC2(CCCN2Cc2ccccc2)C1 (configuration not stated)	5%[6.33 µM]
CNC(=O)[C@@H]1C[C@@H](O)CN1C1CCN(C(=O)C2CCCCC2)CC1	38%[activator]
Cc1nn(C)cc1CN1CC[C@](O)(c2ccccc2)[C@H](N(C)C)C1	58%[activator]

# Going on with the list.
Molecule	12-LOX inh
Cn1ncc2c(N3CCN(S(N)(=O)=O)CC3)nc(C3CCCC3)nc21	11%
C#CC1c2ccccc2CCN1CC=C (configuration not stated)	11%
CCc1ccc(CNC(=O)CN2C(=O)NC3(CCC(C)CC3)C2=O)cc1 (configuration not stated)	18%
COc1ccc2c(c1)CNC2CS(=O)(=O)NC1CCCC1 (configuration not stated)	?
O=C(CCC1CCCN(Cc2ccc(-c3ccccc3)cc2)C1)N1CCOCC1 (configuration not stated)	-5%
COc1cccc(CNC(=O)CC2CCCCN(C)C2=O)c1OC (configuration not stated)	38%[activator]
c1ccc(Nc2cc3c(cn2)CN(Cc2ccccn2)CCN3)cc1	30%[176 µM]
O=C(c1cscn1)N1CCCC(CCc2cccc(F)c2)C1 (configuration not stated)	-22%
CC(C)N1C[C@H](O)C[C@H]1c1nnc2n1CCN(C(=O)COc1ccccc1)CC2	?
O=C(Nc1ccc(C2(C(=O)NCc3cccc(Cl)c3)CCC2)cc1)C1CC1	13%
CC(C)NC(=O)N1Cc2ccccc2OC2(CCN(C(=O)CCC(=O)O)CC2)C1	13%&-1%[6.33 µM]

# Screening data from PubChem BioAssay.

# Some of the compounds tested (hit frequency here may not be typical).
